Rad51 HR inh = blocks human Rad51 in homologous recombination. Q06609. hRad51 DNA strand exchange, fluorescence dequenching. inhibition, % at 10 µM. 200,000 tested, 0.085% active. AID 1385;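 active means inhibition above 40% at the single screening dose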;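 further: 0% = DMSO control wells and 100% = blanks with heterologous ssDNA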
Target sequence (Q06609 whole entry, looked up): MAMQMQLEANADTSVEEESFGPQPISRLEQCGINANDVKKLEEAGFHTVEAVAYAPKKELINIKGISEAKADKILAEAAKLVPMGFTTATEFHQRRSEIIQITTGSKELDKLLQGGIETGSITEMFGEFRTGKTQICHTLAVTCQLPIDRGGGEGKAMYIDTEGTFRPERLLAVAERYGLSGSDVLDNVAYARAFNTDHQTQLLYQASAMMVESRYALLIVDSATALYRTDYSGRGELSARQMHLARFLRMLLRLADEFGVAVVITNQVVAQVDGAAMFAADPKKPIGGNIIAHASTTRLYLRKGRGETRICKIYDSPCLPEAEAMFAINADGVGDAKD
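Material: human Rad51–ssDNA filaments; Probe or stimulus: labelled 47-mer dsDNA for strand exchange; Doses: single 10 µM dose; Incubation: 37 °C 15-min filament assembly, 30-min compound preincubation, 15-min exchange; Technique: FRET fluorescence dequenching, excitation 485 nm, emission 520 nm; Measure: Fluorescence-based percent inhibition, control- and blank-normalised; Benchmarks: plate control and blank wells.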
MDM2 E3 inh = Mdm2 E3 ligase (human) inhibition; Q00987; cell-based MDM2 ubiquitination luciferase reporter, 2 h; 0 = plate control, 100 = twice control, blank-subtracted; signal enhancement, % at 5 µM; 210,000 tested, 0.11% active;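 active means signal enhancement of 30% or more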;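 further: luminescence tracks abundance of the self-degrading MDM2-luciferase fusion protein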
Target sequence (Q00987 whole entry, looked up, the tested form may be a part): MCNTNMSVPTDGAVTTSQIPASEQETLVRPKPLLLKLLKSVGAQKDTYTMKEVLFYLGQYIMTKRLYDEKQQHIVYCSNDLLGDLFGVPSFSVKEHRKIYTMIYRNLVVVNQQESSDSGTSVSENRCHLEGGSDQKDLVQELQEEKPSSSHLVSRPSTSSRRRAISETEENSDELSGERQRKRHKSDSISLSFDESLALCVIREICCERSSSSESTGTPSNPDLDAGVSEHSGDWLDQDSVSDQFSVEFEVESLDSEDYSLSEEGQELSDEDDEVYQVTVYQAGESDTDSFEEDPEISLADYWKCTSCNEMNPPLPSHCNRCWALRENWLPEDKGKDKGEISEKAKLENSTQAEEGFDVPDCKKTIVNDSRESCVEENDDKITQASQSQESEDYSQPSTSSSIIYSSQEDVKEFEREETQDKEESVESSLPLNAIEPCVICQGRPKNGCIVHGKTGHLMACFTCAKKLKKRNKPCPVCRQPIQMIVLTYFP
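System: stable MDM2–luciferase fusion reporter cells / Input: 2000 cells seeded into each well / Schedule: 4 h settle plus 2 h compound, 37 °C / Compound: single-point 5 µM / Buffer or medium: cells held in DMEM / Benchmarks: control and blank well means / Evaluation: percent signal gain over controls, blank-subtracted / Measured by: luciferase luminescence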
Cl transport mod = KCC2 (human) Cl- transport modulation; Q9H2X9; KCC2 cells, thallium flux FluoZin-2 fluorescence; B-score of Tl+ flux slope (higher = more flux/activation; lower = inhibition) at 10 µM; 190,000 tested, 2.2% active; AID 1456;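 active means thallium flux slope and its plate-corrected score both differing from the plate sample mean at a set confidence after two filtering rounds, in either direction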;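 further: slope of fluorescence scaled to starting intensity during 10 to 20 s after thallium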
TNF necrop inh = inhibitors of TNF-alpha induced necroptosis in Jurkat FADD-/- cells. 220,000 tested, 0.068% active. Jurkat FADD-/- TNF necroptosis rescue, ATP luminescence, 24 h; 0 = TNF only, 100 = no-TNF cells. AID 463075. activation (protection from cell death), % at 10 µM;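 active means activation, meaning protection from cell death, of at least 50% relative to plate controls; inactive means activation below 50%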;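 further: necroptosis triggered by 40 ng/mL TNF-alpha added together with compound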
zVAD death inh = L929 zVAD cell death inhibition | L929 zVAD necroptosis rescue, ATP luminescence, 24 h; with zVAD 60 µM | AID 1377 | viability rescue, % at 10 µM | 220,000 tested, 0.38% active;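 active means activation, scaled between plate controls, above about 75%, limit read from the data; inactive means activation under that limit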;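 further: 0% = zVAD with DMSO and 100% = DMSO alone without zVAD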
Calpain2 inh = calpain II (pig) inhibition; 220,000 tested, 0.37% active; inhibition, % at 16 µM; purified calpain II, fluorogenic peptide substrate, 30 min;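 active means inhibition above about 50%, limit read from the data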
EBV gp42 inh = inhibitors of Epstein-Barr virus glycoprotein 42; Q1HVG2; Fluorescence polarization binding assay, mP read-out; inhibition, % (tested at 21.74 µM); 220,000 tested, 0.42% active; in the data active means inhibition above about 50%
Target sequence (Q1HVG2 whole entry, looked up): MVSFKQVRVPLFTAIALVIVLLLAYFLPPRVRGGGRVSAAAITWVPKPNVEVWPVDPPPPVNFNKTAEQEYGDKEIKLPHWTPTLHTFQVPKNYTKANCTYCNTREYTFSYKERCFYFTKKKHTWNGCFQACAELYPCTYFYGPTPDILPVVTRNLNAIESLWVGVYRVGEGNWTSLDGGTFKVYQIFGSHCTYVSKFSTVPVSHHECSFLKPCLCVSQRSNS
eIF4E 4G PPI = blocks eIF4E binding to eIF4G; inhibition, % at 21.7 µM; 220,000 tested, 0.37% active; TR-FRET eIF4E-eIF4GI(517-606) binding, 2 h; P63073+Q04637; AID 782;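 active means inhibition above about 30%, limit read from the data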;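 further: 0% = full FRET control wells and 100% = background wells lacking eIF4GI fragment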
PERK inh = blocks human PERK kinase | AID 1416 | 220,000 tested, 0.17% active | inhibition, % at 5.6 µM | CHO PERK-DD fusion, SEAP luminescence translation reporter;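 active means inhibition above the mean inhibition of all tested compounds plus 3 SD, set separately per screening campaign, cut at about 2.9% in these data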;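 further: PERK kinase domain activated by AP20187 dimerizer at 100 nM; 0% = DMSO with dimerizer and 100% = rapamycin at 8.4 µM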
Starred values were filed as active, the others as inactive; i = inactive; / = no result given; [ ] = remark or other dose. The order is random; 3.6% or so of the library scored in one or more.

SMILES | Rad51 HR inh | MDM2 E3 inh | Cl transport mod | TNF necrop inh | zVAD death inh | Calpain2 inh | EBV gp42 inh | eIF4E 4G PPI | PERK inh
CC1CCCCN1S(=O)(=O)c1ccc(C(=O)Nc2ccccc2-c2nc3ccccc3[nH]2)cc1 (configuration not stated) | / | / | 0.4 | 17 | 4.9 | -127 | -5 | 2 | -0.3
FC(F)Oc1ccc(/C=N/N2CCCCC2)c(OC(F)F)c1 | -16 | -9 | 0.11 | 0.0 | 0.1 | 39 | -12 | 4 | 0.5
O=C(O)c1ccc(NC(=S)NC2CCCCC2)cc1 | 1 | 0 | -0.38 | 2.4 | 0.5 | 5 | -13 | -2 | 1.8
O=S(=O)(c1cnc[nH]1)N1CCCCCC1 | 6 | -12 | 0.012 | 0.8 | 2.6 | 2 | -16 | 6 | 0.1
CCC(C)NC(=O)c1cn(CC)c2cc(N3CCN(C)CC3)c(F)cc2c1=O (configuration not stated) | / | -5 | 0.049 | 6.2 | 1.8 | 1 | -13 | 1 | -1.1
COc1cc(C(=O)OCC(=O)NCc2ccco2)cc(OC)c1OC | -11 | -6 | 1 | -1.1 | 0.2 | -94 | 0 | -9 | 0.3
O=C(Cn1cnc2sc(-c3ccccc3)cc2c1=O)NCc1ccccc1 | / | -15 | -1.5 | -6.2 | -0.3 | 2 | 10 | -14 | 0.1
COC(=O)c1ccc(OC)c(OC2CCCC2)c1 | -11 | -6 | / | 0.1 | -0.5 | -14 | -17 | 2 | 0.4
CNC(=S)N1CCC(NC(=O)C23CC4CC(CC(C4)C2)C3)CC1 | -1 | -14 | 0.5 | 0.0 | 2.2 | 8 | 9 | 0 | 0.2
CCCCn1c(NC(=O)c2ccccc2)nc2ccccc21 | 7 | -3 | 13* | -2.2 | -0.1 | 11 | -10 | 1[fluorescence artefact?] | -1.3
CC(C)NS(=O)(=O)c1ccc(CCC(=O)N2CCC(C(N)=O)CC2)cc1 | 35 | 7 | -0.85 | 0.8 | 1.2 | -35 | 37 | -3 | 0.9
CNC(=O)CSc1nc2[nH]ncc2c(=O)[nH]1 | 3 | -35 | 0.8 | 0.3 | 0.7 | 1 | -1 | -4 | 0.3
CC1CCN(C(=O)C(C)Sc2nc(-c3ccccc3)cc(C(F)(F)F)n2)CC1 (configuration not stated) | -9 | -14 | -1.6 | 0.5 | 1.3 | 14 | 16 | 1 | -0.4
CNc1ccn(C2CCCO2)c(=O)n1 (configuration not stated) | / | / | -0.49 | 0.9 | -0.4 | -5 | -10 | -13 | 0.7
COCCOCC(O)CN1CCN(c2ccc(C)cc2)CC1 (configuration not stated) | 4 | 4 | 0.00094 | -2.6 | 0.2 | 9 | -13 | 10 | -0.2
CCOC(=O)C1CCN(c2ncnc3c2cnn3-c2ccc(Cl)cc2)CC1 | / | -8 | 0.094 | 2.2 | 0.4 | 14 | -4 | -1 | 0.8
COc1cc(NC(=O)C/C(C)=N/NC(=O)C(OC)c2ccccc2)c(OC)cc1Cl (configuration not stated) | 0 | -3 | -0.15 | 1.8 | 1.3 | -6 | 4 | 15 | -0.3
CCNC(=O)C(=O)Nc1ccc([N+](=O)[O-])cc1 | -3 | -12 | 0.12 | 0.6 | 1.1 | 17 | -4 | 2 | 0.7
COC(=O)C1=C(C(=O)OC)[C@@H]2Nc3ccccc3[C@@]23C[C@@H](C(=O)OC)N(C(=O)c2ccc(Br)cc2)C3=N1 | -6 | 1 | 0.29 | 0.0 | 0.4 | -21 | -4 | 0 | /
Cc1cc(C)cc(CC2CC(=O)N(c3nc(C)cc(C)n3)C2=O)c1 (configuration not stated) | -2 | -31 | 0.86 | -5.0 | 0.1 | 10 | 10 | -13 | -0.9

Four compounds from above, sorted by molecular weight, high to low.
SMILES | Rad51 HR inh | MDM2 E3 inh | Cl transport mod | TNF necrop inh | zVAD death inh | Calpain2 inh | EBV gp42 inh | eIF4E 4G PPI | PERK inh
COc1cc(NC(=O)C/C(C)=N/NC(=O)C(OC)c2ccccc2)c(OC)cc1Cl (configuration not stated) | 0 | -3 | -0.15 | 1.8 | 1.3 | -6 | 4 | 15 | -0.3
CC(C)NS(=O)(=O)c1ccc(CCC(=O)N2CCC(C(N)=O)CC2)cc1 | 35 | 7 | -0.85 | 0.8 | 1.2 | -35 | 37 | -3 | 0.9
FC(F)Oc1ccc(/C=N/N2CCCCC2)c(OC(F)F)c1 | -16 | -9 | 0.11 | 0.0 | 0.1 | 39 | -12 | 4 | 0.5
CNC(=O)CSc1nc2[nH]ncc2c(=O)[nH]1 | 3 | -35 | 0.8 | 0.3 | 0.7 | 1 | -1 | -4 | 0.3

Some entries already given, showing only Cl transport mod, TNF necrop inh and eIF4E 4G PPI.
canonical_smiles,Cl transport mod,TNF necrop inh,eIF4E 4G PPI
CCC(C)NC(=O)c1cn(CC)c2cc(N3CCN(C)CC3)c(F)cc2c1=O (configuration not stated),0.049,6.2,1
FC(F)Oc1ccc(/C=N/N2CCCCC2)c(OC(F)F)c1,0.11,0.0,4

(list continues)
SMILES | Rad51 HR inh | MDM2 E3 inh | Cl transport mod | TNF necrop inh | zVAD death inh | Calpain2 inh | EBV gp42 inh | eIF4E 4G PPI | PERK inh
COc1cc(CNC(C)(C)CO)cc(Br)c1OCc1ccc(Cl)cc1 | -3 | 4 | 0.56 | 2.6 | 5.3 | -3 | -4 | 13 | -1.4
CC(=O)Nc1cccc(C(=O)OC(C(=O)c2ccc(C)cc2)c2ccccc2)c1 (configuration not stated) | -5 | 1 | 0.19 | -4.8 | 12 | 7 | 19 | 5 | -0.6
Cc1onc(-c2ccccc2)c1-c1ccnc(N)n1 | -8 | -15 | 0.99 | 5.5 | -0.2 | 1 | -8 | -5 | 0.8
CCCCNC(=O)COC(=O)c1c2c(nc3ccccc13)/C(=C/c1cccs1)CC2 | -36 | -3 | 0.32 | 0.3 | 0.8 | -53 | 7 | 18 | -0.5
Cc1nnc(NC(=O)c2ccc(S(=O)(=O)N(C)Cc3ccccc3)cc2)o1 | -3 | -18 | / | -0.7 | 2.6 | 12 | -9 | -2[fluorescence artefact?] | 1.4
COc1ccc(N=c2oc3cc(O)ccc3cc2C(=O)NCC2CCCO2)cc1 (configuration not stated) | 2 | / | -0.0017 | -0.5 | 59 | i | -11 | 7 | -0.1
Cc1noc(C)c1COc1ccc(C(=O)OCC(=O)NC2CCCCC2C)cc1 (configuration not stated) | -8 | -14 | 0.82 | -0.4 | 0.2 | 25 | -13 | -2 | -0.2
O=C(OC1CCc2ccccc2C1=O)c1ccccc1O (configuration not stated) | 7 | 4 | -3.8* | 0.5 | -0.1 | 8 | -5 | 4 | -0.8
COc1ccc(NC(=O)NCCN2C(=O)C3C4C=CC(C4)C3C2=O)cc1 (configuration not stated) | -16 | -10 | 1.6 | 1.3 | 1.9 | -8 | -1 | 0 | 0.9
CCC(CC)C(=O)Nc1c(C)n(C)n(-c2ccccc2)c1=O | 1 | -29 | 0.44 | 0.2 | -0.6 | -21 | -12 | 10 | 1.3
Cc1ccc(NC(=S)N/N=C/c2ccc(OCCC(C)C)cc2)c(C)c1 | / | -26 | 2.1 | 0.3 | 1.2 | 3 | -9 | 0 | -0.5
COc1cc(/C=N/NC(=O)c2cccc([N+](=O)[O-])c2)ccc1O | 8 | -11 | 0.79 | -0.3 | 2.8 | 6 | -5 | 3 | 0.9
COC(=O)C1=C(C)N(Cc2ccc(C)cc2)C(=O)/C1=C\c1cc(OC)c(OC)c(OC)c1 | 7 | 0 | -0.74 | 2.8 | 1.4 | -38 | 15 | 5[fluorescence artefact?] | -1.2
Nc1ccccc1C(=O)NCc1ccccc1 | -3 | -17 | / | 1.8 | 0.8 | -438 | -16 | -17 | 0.1
CC(C)CCn1c(NCCc2ccccc2)nc2c1c(=O)n(C)c(=O)n2C | 4 | -8 | -0.59 | -4.8 | -0.2 | 24 | -7 | -22 | /
CC(C)N(Cc1cc2ccccc2[nH]c1=O)C(=O)c1cccnc1 | -4 | -8 | 0.36 | -0.4 | 0.3 | -43 | -20 | 0 | -0.3
O=C(N/N=C\c1ccc(Cl)cc1)c1sccc1-n1cccc1 | 3 | -14 | -0.065 | -0.4 | 6.3 | 15 | -5 | -23 | 0.1
O=C(c1cncc(Br)c1)N1CCN(c2ccc([N+](=O)[O-])cc2)CC1 | -8 | -9 | 0.35 | 3.0 | -0.1 | 16 | -5 | -4 | -1.0
S=C(NCc1ccccc1)Nc1cccc(Cl)c1 | 5 | -1 | 0.61 | -2.8 | 0.1 | 5 | -1 | 9 | 0.9
COc1ccc(/C=C(/NC(=O)c2ccc(OC)c(OC)c2)C(=O)NCCc2c[nH]c3ccccc23)cc1 | 0 | -5 | 0.21 | 1.5 | 2.4 | -65 | -5 | 8[fluorescence artefact?] | -0.5

Cl transport mod, what is marked active above.
| canonical_smiles | Cl transport mod | Calpain2 inh | EBV gp42 inh | eIF4E 4G PPI | PERK inh |
| --- | --- | --- | --- | --- | --- |
| CCCCn1c(NC(=O)c2ccccc2)nc2ccccc21 | 13* | 11 | -10 | 1[fluorescence artefact?] | -1.3 |
| O=C(OC1CCc2ccccc2C1=O)c1ccccc1O (configuration not stated) | -3.8* | 8 | -5 | 4 | -0.8 |

Continuation:
SMILES | Rad51 HR inh | MDM2 E3 inh | Cl transport mod | TNF necrop inh | zVAD death inh | Calpain2 inh | EBV gp42 inh | eIF4E 4G PPI | PERK inh
CNC(=O)COC(=O)c1cc2c(C)nn(-c3ccc(F)cc3)c2s1 | / | -9 | -0.021 | -2.6 | -0.1 | -46 | -8 | -2 | 0.5
CC(=C/c1ccccc1)/C=N/NC(=O)CSc1nc(C)cc(C)n1 | 7 | -11 | 0.029 | 1.0 | 0.4 | 12 | -1 | -4 | 0.6
COc1ccccc1NS(=O)(=O)c1cccc(C(=O)N/N=C/c2ccc(N3CCOCC3)cc2)c1 | 3 | -4 | 1.3 | 1.6 | 0.6 | -333 | -30 | -2 | -0.1
Nc1nc(SCC(=O)Nc2ccc(Cl)cc2)[nH]c(=O)c1-c1ccccc1 | 13 | -9 | 0.33 | -0.2 | 3.7 | -6 | -3 | -4 | 1.5
CN(c1ccccc1C(=O)Nc1ccc2c(c1)OCO2)S(C)(=O)=O | -1 | 3 | 1.1 | -0.1 | 0.0 | -20 | 18 | 0 | 0.8
CCc1nnc(NS(=O)(=O)c2ccc(NC(=O)c3ccccc3C)cc2)s1 | 27 | 5 | -0.45 | -0.2 | 1.0 | 14 | 9 | 2 | -0.5
CC(=O)c1c(N)[nH]c(-c2ccccc2)nc1=S | -8 | -8 | / | -1.6 | -0.1 | -14 | -7 | -1 | 0.8
C=CCn1c(CCNC(=O)c2cccs2)nnc1SCC(=O)Nc1cccc(F)c1 | -5 | -5 | -0.95 | -1.0 | 0.5 | -24 | -2 | 6 | -0.2
O=C(O)c1ccc(S(=O)(=O)c2ccc3c(c2)C(=O)N(NC(=O)c2ccc(O)cc2)C3=O)cc1 | 10 | 15 | -0.27 | 0.5 | 1.3 | -28 | 2 | -4 | -0.2
Cc1cccc(N(C(=O)CCC(=O)Nc2cccnc2)C(C(=O)NC2CCCC2)c2ccncc2)c1 (configuration not stated) | -2 | -12 | 1.4 | -2.2 | 0.5 | -12 | -4 | -1[fluorescence artefact?] | 0.4
